E coli WT inh: blocks growth of wild type E. coli BW25113. 20,000 tested, 0.05% active. inhibition, % at 10 µM. E. coli BW25113 growth inhibition, OD600; in the data active = inhibition above about 40%;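 note: bacteria exposed to compound for 20 hours at 37 °C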
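assay system = bacterial strain in a whole-cell growth screen | quantity = inoculum from a 1:1000 dilution of a 1.5 h subculture | buffer or medium = LB broth with 50 µg/mL kanamycin | compound dosing = one dose, 10 µM final | schedule = compound exposure of 20 h at 37 °C | technique = absorbance at 615 nm as a measure of bacterial growth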
The depositor's hits bear a star.

CCOc1cc(C(=O)Nc2ccccc2N2CCN(S(C)(=O)=O)CC2)cc(OCC)c1OCC
  E coli WT inh = -20

Cn1c(C(=O)NCc2cccnc2)cc2sccc21
  E coli WT inh = 0

O=S(=O)(NC1CCCC1)c1ccc(Br)s1
  E coli WT inh = -21

O=S(=O)(c1ccc(Br)s1)N1CCN(c2ccccn2)CC1
  E coli WT inh = -14

COc1ccc(NC(C)c2cc(Cl)ccc2O)cc1 (configuration not stated)
  E coli WT inh = -16

Cn1c(=O)n(CC(=O)Nc2ccc(F)cc2)c2ccccc21
  E coli WT inh = -13

O=C(Nn1c(C2CC2)nc2ccccc2c1=O)c1ccco1
  E coli WT inh = 14

O=C(CCN1C(=O)C2C3C=CC(C3)C2C1=O)Nc1ccccn1 (configuration not stated)
  E coli WT inh = 2

C=CCOc1cccc(C2/C(=C(\O)c3ccc(F)cc3)C(=O)C(=O)N2CCN(C)C)c1 (configuration not stated)
  E coli WT inh = -11

O=C(NCC1CCCCN1)c1cc(OCC(F)(F)F)ccc1OCC(F)(F)F (configuration not stated)
  E coli WT inh = 4

CCC(C)(C(=O)NC1CCCCC1)N(Cc1ccco1)C(=O)c1cnccn1 (configuration not stated)
  E coli WT inh = 9

O=C(C1CC1(c1ccccc1)c1ccccc1)N1CCOCC1 (configuration not stated)
  E coli WT inh = 2

CN(C)CCNC(=O)Cn1nc(C(F)F)cc1C1CC1
  E coli WT inh = -6

CC(Cc1ccc(O)c(O)c1)C(C)Cc1ccc(O)c(O)c1 (configuration not stated)
  E coli WT inh = 9

O=C(Nc1nnc(CC(=O)N2CCOCC2)s1)c1cccs1
  E coli WT inh = 2

COCCNC(=O)NC(=O)COC(=O)Cc1ccc2c(c1)OCCO2
  E coli WT inh = 0

O=C(Nc1ccc(N2CCN(C(=O)c3ccco3)CC2)c(Cl)c1)c1cc2ccccc2o1
  E coli WT inh = -19

COc1cccc(NC(=O)c2nnn(Cc3ccc(Br)cc3F)c2N)c1
  E coli WT inh = 3

O=C1c2ccccc2C(=O)N1CCCC(=O)N1CCCc2ccccc21
  E coli WT inh = 0

COc1cc(CC(=O)Oc2ccc3c(c2)OCO3)cc(OC)c1OC
  E coli WT inh = 8

COC(=O)c1sc(NC(=O)C2CCCO2)c(C(=O)OC)c1C (configuration not stated)
  E coli WT inh = -22

Cc1cccc(-n2ncc3c(N)ncnc32)c1
  E coli WT inh = 8

CCOc1ccc(CCNC(=O)CCc2nc(-c3ccc(OC)cc3)no2)cc1OCC
  E coli WT inh = 2

O=C(CCN1C(=O)C2C3C=CC(C3)C2C1=O)N1CCN(c2ccccc2Cl)CC1 (configuration not stated)
  E coli WT inh = -5

O=C1CC(c2ccco2)CC(O)=C1C=NCCN1CCNCC1 (configuration not stated)
  E coli WT inh = -3

CC(=O)Nc1cc(-c2nn(CC(=O)N3CCCCC3)c(=O)c3ccccc23)ccc1N1CCOCC1
  E coli WT inh = 2

O=C(C1CCC1)N1CCc2cc(S(=O)(=O)Nc3ccc4c(c3)OCO4)ccc21
  E coli WT inh = 10

c1ccc(SCc2nc(-c3cccnc3)no2)cc1
  E coli WT inh = -11

O=C(CN1CCOCC1)Nc1ncc(Br)cc1Br
  E coli WT inh = -17

COC(=O)Cc1c(C)c2ccc(OCC(=O)N3CCOCC3)cc2oc1=O
  E coli WT inh = -3

CCCCn1nnc(NC(=O)c2sc3cc(Cl)ccc3c2Cl)n1
  E coli WT inh = -19

C=C1[C@@H](C)C2[C@H](Cc3ccccc3)NC(=O)[C@]23OC(=O)CC[C@H](O)CCC[C@H](C)C/C=C/[C@H]3[C@@H]1O (some centres not stated)
  E coli WT inh = -3

O=C(CSc1nnnn1Cc1ccccc1)NCC(=O)c1ccccc1
  E coli WT inh = -13

CCCn1c2ccccc2c2nnc(SCC(=O)OCC)nc21
  E coli WT inh = -3

COc1ccc(OC)c(S(=O)(=O)N(C)CC(=O)Nc2cc(Cl)ccc2OC)c1
  E coli WT inh = -11

O=C(c1ccccc1-c1ccccc1)N1CCCC1
  E coli WT inh = -16

CCn1ncc(Cl)c1C(=O)Nc1cc(Cl)ccc1Cl
  E coli WT inh = -7

COC(=O)C1=C(C)NC(C)=C(C(=O)OC)C1c1cc2cc(C)ccc2[nH]c1=O
  E coli WT inh = -5

Cc1nc2cc(-n3ccc(=O)cc3)ccc2n1-c1ccccc1
  E coli WT inh = -2

COC(=O)c1ccccc1NC(=O)C1CCCN(S(C)(=O)=O)C1 (configuration not stated)
  E coli WT inh = -18

NC(=O)CS(=O)(=O)c1nc2ccccc2n1CC(=O)N1CCCCC1
  E coli WT inh = -21

COC(=O)c1ccc2c(=O)n(CCO)c(=S)[nH]c2c1
  E coli WT inh = 3

CCN(c1cccc(C(F)(F)F)c1)S(=O)(=O)c1ccc2c(c1)CCN2C(=O)C1CC1
  E coli WT inh = 5

O=C(c1cnn2c(C(F)F)cc(C3CC3)nc12)N1CCc2ccccc2C1
  E coli WT inh = -16

C=CCn1c(N)c(-c2nc3ccccc3n2C)sc1=S
  E coli WT inh = -14

Arranged by SMILES length (lowest first): part of the list above.
O=C(CN1CCOCC1)Nc1ncc(Br)cc1Br
  E coli WT inh = -17

c1ccc(SCc2nc(-c3cccnc3)no2)cc1
  E coli WT inh = -11

C=CCn1c(N)c(-c2nc3ccccc3n2C)sc1=S
  E coli WT inh = -14

CCCn1c2ccccc2c2nnc(SCC(=O)OCC)nc21
  E coli WT inh = -3

O=C1CC(c2ccco2)CC(O)=C1C=NCCN1CCNCC1 (configuration not stated)
  E coli WT inh = -3

COC(=O)c1ccc2c(=O)n(CCO)c(=S)[nH]c2c1
  E coli WT inh = 3

Cc1nc2cc(-n3ccc(=O)cc3)ccc2n1-c1ccccc1
  E coli WT inh = -2

COC(=O)c1ccccc1NC(=O)C1CCCN(S(C)(=O)=O)C1 (configuration not stated)
  E coli WT inh = -18

NC(=O)CS(=O)(=O)c1nc2ccccc2n1CC(=O)N1CCCCC1
  E coli WT inh = -21

COC(=O)Cc1c(C)c2ccc(OCC(=O)N3CCOCC3)cc2oc1=O
  E coli WT inh = -3

O=C(c1cnn2c(C(F)F)cc(C3CC3)nc12)N1CCc2ccccc2C1
  E coli WT inh = -16

COc1ccc(OC)c(S(=O)(=O)N(C)CC(=O)Nc2cc(Cl)ccc2OC)c1
  E coli WT inh = -11

O=C(C1CCC1)N1CCc2cc(S(=O)(=O)Nc3ccc4c(c3)OCO4)ccc21
  E coli WT inh = 10

O=C(CCN1C(=O)C2C3C=CC(C3)C2C1=O)N1CCN(c2ccccc2Cl)CC1 (configuration not stated)
  E coli WT inh = -5

COC(=O)C1=C(C)NC(C)=C(C(=O)OC)C1c1cc2cc(C)ccc2[nH]c1=O
  E coli WT inh = -5

CCN(c1cccc(C(F)(F)F)c1)S(=O)(=O)c1ccc2c(c1)CCN2C(=O)C1CC1
  E coli WT inh = 5

CC(=O)Nc1cc(-c2nn(CC(=O)N3CCCCC3)c(=O)c3ccccc23)ccc1N1CCOCC1
  E coli WT inh = 2

C=C1[C@@H](C)C2[C@H](Cc3ccccc3)NC(=O)[C@]23OC(=O)CC[C@H](O)CCC[C@H](C)C/C=C/[C@H]3[C@@H]1O (some centres not stated)
  E coli WT inh = -3

Next entries
Cc1ccc(OCC(=O)Nc2cccc(C)n2)c(C)c1
  E coli WT inh = 0

O=C(Nc1ccccc1)N1CCN(c2nc3ccccc3s2)CC1
  E coli WT inh = -22

Cc1c(C(=O)NCc2cccnc2)oc2c1C(=O)CC(C)(C)C2
  E coli WT inh = -18

Cc1cc(C)n(-c2nc(NCc3cccnc3)c3c4c(sc3n2)COC(C)(C)C4)n1
  E coli WT inh = -7

CN(CC(=O)Nc1ccccc1Cl)C(=O)COC(=O)CNC(=O)c1ccc(Br)o1
  E coli WT inh = 0

N#CCCN1CCN(S(=O)(=O)c2ccc(S(=O)(=O)NC3CCCC3)cc2)CC1
  E coli WT inh = 0

O=C(CN1CCN(c2ncccn2)CC1)Nc1ccccc1-n1cccc1
  E coli WT inh = 1

COc1nc(C)ccc1-c1noc(-c2ccncc2)n1
  E coli WT inh = -6

N=c1sc2ccccc2n1-c1ccccc1
  E coli WT inh = -2

COCCn1c(SCC(=O)Nc2nnc(C)s2)nnc1-c1c[nH]c2ccccc12
  E coli WT inh = -3

CCS(=O)(=O)CCSc1nc2ccccc2o1
  E coli WT inh = -12

O=C(Nc1nc2ccc(S(=O)(=O)N3CCCCC3)cc2s1)c1ccncc1
  E coli WT inh = 1

Cc1nnc(SCC(=O)NCc2ccc3c(c2)OCO3)s1
  E coli WT inh = 5

CC(C)c1ccc(NC(=O)CCNS(=O)(=O)c2cccc3nonc23)cc1
  E coli WT inh = 4

CC1=NC(Nc2nc(C)c3ccccc3n2)=NC(C)(C)C1
  E coli WT inh = 10

Cc1ccc(OCCC(=O)Nc2c(C)n(C)n(-c3ccccc3)c2=O)cc1
  E coli WT inh = -34

Nc1nc(SCC(=O)N2CCc3ccccc3C2)[nH]c(=O)c1-c1ccccc1
  E coli WT inh = -14

CCOC(=O)N1CCN(C(=O)CCCn2c(=S)[nH]c3ccccc3c2=O)CC1
  E coli WT inh = -23

COC(=O)/C=c1/s/c(=C(/C#N)C(=O)N2CCOCC2)n(-c2ccccc2)c1=O
  E coli WT inh = 0

Clc1ccc(Br)cc1-c1nc(-c2cccnc2)no1
  E coli WT inh = -1

CCc1nnc(NC(=O)c2ccc(COc3ccc(C)cc3)o2)s1
  E coli WT inh = 4

CCOc1ccc2[nH]c(=O)c(C(c3nnnn3Cc3ccco3)N3CCC(C)CC3)cc2c1 (configuration not stated)
  E coli WT inh = -1

O=C(O)CCSc1nnc(-c2ccncc2)n1-c1ccccc1
  E coli WT inh = -16

O=C(c1cc2c(s1)CCCC2)N1CCN(C(=O)C2CCCO2)CC1 (configuration not stated)
  E coli WT inh = -15

CC(C)(C)c1cc(CN(CCO)CCO)cc(C(C)(C)C)c1O
  E coli WT inh = -21

Cn1c2c(c(=O)n(C)c1=O)C(NC(=O)C(C)(C)C)(C(F)(F)F)C(=O)N2 (configuration not stated)
  E coli WT inh = -1

COc1ccc(N(CC(=O)O)S(=O)(=O)c2ccc(OC)c(OC)c2)cc1
  E coli WT inh = 5

COc1ccc2c(CC(=O)Nc3nnc(C4CC4)s3)coc2c1
  E coli WT inh = -4

CCN(CC)S(=O)(=O)c1ccc(NC(=O)c2ccc(NS(C)(=O)=O)cc2)cc1
  E coli WT inh = -17

Cc1ccc(C(=O)Nc2ccc3c(c2)OCO3)o1
  E coli WT inh = 4

O=C(Cn1cc2c(n1)CCCC2)NCCc1ccccc1
  E coli WT inh = 7

N#CCCN(Cc1cccnc1)C(=O)Nc1ccc(Cl)c(Cl)c1
  E coli WT inh = 2

COc1ccc(S(=O)(=O)N(C)CC(=O)Nc2ccccc2C(F)(F)F)cc1OC
  E coli WT inh = -16

Cc1ccccc1Nc1nc(N)nc(CSCc2c(C)noc2C)n1
  E coli WT inh = 0

CC1(C)Cc2c(sc3c2C2=NCCN2C=N3)CO1
  E coli WT inh = 12

O=S(=O)(Nc1ccc2c(c1)OCCO2)c1ccc(Br)s1
  E coli WT inh = -18

CCn1c(SCCC(=O)Nc2ccccc2)nnc1-c1ccc(OC)cc1
  E coli WT inh = -20

NC(=O)C1(N2CCCCC2)CCN(C(=O)CSc2nc3ccccc3[nH]2)CC1
  E coli WT inh = 5

CCOCCSc1nnc2nc(C)cc(C)n12
  E coli WT inh = -16

CCOc1ccc(NC(=O)Nc2ccc3c(c2)nnn3C)cc1
  E coli WT inh = -3

CC(C)(C)NC(=O)C1CC(=O)OC1(C)C (configuration not stated)
  E coli WT inh = -20

COc1ccccc1Nc1nc(N)nc(-c2cc3ccccc3o2)n1
  E coli WT inh = -4

CC(N)C12CC3CC(C1)CC(C(C)N)(C3)C2 (configuration not stated)
  E coli WT inh = -1

CCOc1ccccc1C(=O)Nc1ccc(-c2nnc(-c3ccc(C)cc3)o2)cc1
  E coli WT inh = -10

CCOc1ccc(N2C(=O)CC(n3nc(C)cc3C)C2=O)cc1 (configuration not stated)
  E coli WT inh = 3

COc1ccc(-n2c(SCCC(=O)O)nnc2-c2ccncc2)cc1
  E coli WT inh = 0

Cc1cccc(OCC(=O)Nc2ccc(N3CCCC3)cc2)c1C
  E coli WT inh = 1

COC(=O)c1ccsc1NC(=O)CSc1nnnn1Cc1ccccc1
  E coli WT inh = -9

CCCc1cc(=O)[nH]c(Nc2cc(OC)ccc2OC)n1
  E coli WT inh = 8

CCNS(=O)(=O)c1ccc(OCCNS(C)(=O)=O)cc1
  E coli WT inh = -13

O=S(=O)(NCCc1csc(-c2ccccc2)n1)c1ccc2c(c1)OCCO2
  E coli WT inh = -1

CCOCCCNC(=O)c1ccc2c(c1)OCO2
  E coli WT inh = 1

CCOC(=O)CSc1nnc(CCc2nc3ccccc3[nH]2)n1C
  E coli WT inh = 14

C/C=C/COc1nc2c(c(=O)n(C)c(=O)n2C)n1C
  E coli WT inh = 8

O=C(NC1=NCCS1)c1cccc(NC(=O)c2ccco2)c1
  E coli WT inh = -1

O=C(O)c1cc(CN2CCOCC2)oc1-c1ccccc1
  E coli WT inh = -27

CCOC(=O)c1c(NC(=O)Cc2cccs2)sc(C(=O)N2CCCCC2)c1C
  E coli WT inh = -15

N#Cc1nc(COc2ccccc2)oc1N1CCN(c2cccc(Cl)c2)CC1
  E coli WT inh = -13

COC(=O)c1ccc(COc2nc(C)cc(C)c2C#N)o1
  E coli WT inh = -16

O=C(CSc1nnc(-c2cccnc2)o1)OC1CCCCC1
  E coli WT inh = 7

Given bar-delimited: part of the list above
Compound | E coli WT inh
O=C(Nc1nnc(CC(=O)N2CCOCC2)s1)c1cccs1 | 2
CC1=NC(Nc2nc(C)c3ccccc3n2)=NC(C)(C)C1 | 10

Later entries
O=C(c1ccc2c(c1)OCO2)N1CCCN(C(=O)c2ccc3c(c2)OCO3)CC1
  E coli WT inh = 0

C=Cn1c(N2CCOCC2)nc2c1c(=O)[nH]c(=O)n2C
  E coli WT inh = -6

O=C(Nc1cnn(C23CC4CC(CC(C4)C2)C3)c1)c1cc(-c2ccccc2)on1
  E coli WT inh = -7

CCCCCC(=O)Nc1ccc2oc(-c3cncc(Br)c3)nc2c1
  E coli WT inh = -8

High-throughput results: PubChem BioAssay, SRMLSC

Only part of the results is shown; the hit share may differ from the screen's.
